LDHA block: inhibitors of human lactate dehydrogenase A | purified LDHA, NADH/diaphorase-resazurin fluorescence; hits give low values | activity change, % (values are at about 110 or 230 µM) | 0.15% of 480,000 active | AID 1347041; in the data active = activity change below about -30%; inconclusive = mostly about -25% to -30%;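 also: plate controls were DMSO wells for no effect and wells without enzyme for full effect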
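Enzyme activity of human lactate dehydrogenase 5 (2 nM; 0.06 mM NADH, 0.2 mM pyruvate, 5 min, RT) is measured via a resazurin/diaphorase fluorescence readout of residual NADH.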
Vif-A3F inh: Vif-A3F binding inhibition | HeLa A3F-eYFP + Vif (tagged APOBEC3F with the HIV-1 protein that degrades it), YFP fluorescence increase | Potency, µM (doses to about 46.1 µM), without a hit: top-dose activity, negative = active | 0.2% of 390,000 active | AID 602313; also: potency is read from the fitted curve at half-maximal effect; % of control where 0% means no effect; nearly all actives have a fitted effect of over 65% in size
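Fluorescence increase (Ex 488/Em 500-530) after overnight compound treatment at 37 deg C flags inhibition of Vif-driven A3F-eYFP loss in stable HeLa A3F-eYFP/Vif cells seeded overnight beforehand.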
Vif-APOBEC3G blk: inhibitors of Vif-APOBEC3G interaction; Q9HC16; HeLa A3G-eYFP + Vif (tagged APOBEC3G with the HIV-1 protein that degrades it), YFP fluorescence, overnight; Potency, µM (titrated, usually from 46.1 µM), for the others: top-dose activity, negative = active, usual class: inhibitors; 0.076% of 410,000 active;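 also: potency is read from the fitted curve at half-maximal effect; % is scaled to controls: 0 for no effect and ±100 for the full control effect; nearly all actives have a fitted effect of over 60% in size; hits raise eYFP signal because A3G escapes Vif-driven loss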
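Read-out is eYFP fluorescence (Ex 488/Em 500-530) from Vif-expressing HeLa A3G-eYFP cells; more signal means A3G escaped Vif-mediated degradation. Cells plated overnight, compound pinned in, incubated overnight at 37 deg C.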
TrxR1 substrate: substrates of rat thioredoxin reductase 1 | purified TrxR1 substrate turnover, NADPH consumption readout | Potency, µM (series often up to 114 µM), inactives show top-dose activity change, negative = substrate turnover | 0.01% of 390,000 active | AID 588456 | O89049; also: potency is read from the fitted curve at half-maximal effect; % is scaled to controls: 0 for no effect and ±100 for the full control effect; nearly all actives have a fitted effect of over 50% in size
Target sequence (O89049 whole entry, looked up): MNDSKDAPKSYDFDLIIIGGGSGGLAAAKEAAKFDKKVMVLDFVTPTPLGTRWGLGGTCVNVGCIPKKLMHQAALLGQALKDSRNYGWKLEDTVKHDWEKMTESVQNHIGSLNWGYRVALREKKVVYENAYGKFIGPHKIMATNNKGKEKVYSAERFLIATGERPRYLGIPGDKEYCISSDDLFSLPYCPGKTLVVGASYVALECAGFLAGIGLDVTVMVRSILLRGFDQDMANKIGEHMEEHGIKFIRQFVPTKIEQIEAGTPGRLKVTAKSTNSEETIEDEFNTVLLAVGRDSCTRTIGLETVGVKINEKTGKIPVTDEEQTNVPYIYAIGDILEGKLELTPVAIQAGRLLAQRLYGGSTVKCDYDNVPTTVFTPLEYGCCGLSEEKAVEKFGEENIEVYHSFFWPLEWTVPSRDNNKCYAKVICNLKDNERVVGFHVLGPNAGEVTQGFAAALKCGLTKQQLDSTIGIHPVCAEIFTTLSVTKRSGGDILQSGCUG
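Rat TrxR1, dispensed at 90 nM, was prereduced with 400 uM NADPH (final) for 5 min at ~22 deg C, then incubated with compound 15 min before 400 uM selenite. A first-read NADPH fluorescence drop versus no-compound background flagged substrates.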
IDH1 R132H inh: inhibitors of human mutant IDH1 R132H. O75874. IDH1-R132H enzyme, NADPH consumption, diaphorase/resazurin fluorescence. Potency, µM (titrated, usually from 76.6 µM), without a hit: at the highest dose activity change, negative = inhibition, actives largely listed as inhibitors. 0.093% of 390,000 active; also: potency is read from the fitted curve at half-maximal effect; % is scaled to controls: 0 for no effect and ±100 for the full control effect; nearly all actives have a fitted effect of over 65% in size
Target sequence (O75874 whole entry R132H, stated change not applied): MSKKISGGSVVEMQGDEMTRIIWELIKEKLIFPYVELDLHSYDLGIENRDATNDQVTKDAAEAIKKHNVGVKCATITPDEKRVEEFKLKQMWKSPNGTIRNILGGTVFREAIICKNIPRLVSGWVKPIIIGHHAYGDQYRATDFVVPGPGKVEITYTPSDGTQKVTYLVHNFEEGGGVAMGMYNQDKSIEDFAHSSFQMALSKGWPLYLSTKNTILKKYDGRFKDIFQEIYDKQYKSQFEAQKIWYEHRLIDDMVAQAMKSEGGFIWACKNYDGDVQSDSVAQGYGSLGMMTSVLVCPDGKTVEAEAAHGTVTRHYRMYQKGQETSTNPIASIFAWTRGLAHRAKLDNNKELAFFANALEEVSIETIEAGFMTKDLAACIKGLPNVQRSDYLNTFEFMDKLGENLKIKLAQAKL
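IDH1-R132H (0.5 ug/mL dispensed) in pH 7.5 Tris buffer was preincubated 30 min with compound, then given a substrate mix of 0.016 mM NADPH and 2 mM alpha-KG for 80 min at room temperature; remaining NADPH was read by diaphorase/resazurin fluorescence.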
rTrxR1 inhibitor: rat TrxR1 inhibition | O89049 | recombinant rTrxR1, NADPH fluorescence consumption, selenite substrate | Potency, µM (highest dose often 114 µM), for the others: at the top dose activity change, negative = inhibition, hits mostly inhibitors | 1% of 390,000 active | AID 588453; also: potency is read from the fitted curve at half-maximal effect; % is scaled to controls: 0 for no effect and ±100 for the full control effect; nearly all actives have a fitted effect of over 65% in size
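Rat TrxR1 (90 nM in the dispensed reagent) was pre-reduced with 400 uM NADPH for 5 min at room temperature, then incubated with compound for 15 min. After 400 uM selenite was added, NADPH fluorescence (Ex 340/Em 450 nm) was followed for 8 min.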
USP1-UAF1 inh: USP1/UAF1 (human) deubiquitinase inhibition; O94782; recombinant USP1/UAF1, Ub-Rhodamine cleavage fluorescence; 0.23% of 390,000 active; Potency, µM (titrated, usually from 57.1 µM), for inactives: at the highest dose activity change, negative = inhibition, actives largely listed as inhibitors; also: potency is read from the fitted curve at half-maximal effect; % is scaled to controls: 0 for no effect and ±100 for the full control effect; nearly all actives have a fitted effect of over 60% in size; inactives centre near -12
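Step one: compound is pinned into 1nM USP1/UAF1 in HEPES pH 7.8 buffer with TCEP. Step two: 15 min room-temperature incubation. Step three: Ub-Rho (150nM final) starts cleavage, tracked by fluorescence over six one-minute reads.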
Glioma ERSR ind: inducers of ER stress response in human glioma cells. Potency, µM, for the others: at the top dose activation, usual class: activators. U87-MG GRP78 promoter luciferase reporter, 16 h. 0.02% of 420,000 active. AID 602332; also: potency is read from the fitted curve at half-maximal effect; series mostly up to about 76 µM; % of control where 0% means no effect; nearly all actives have a fitted effect of over 35% in size
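ERSR induction read as luciferase luminescence (Bright-Glo, 10 min at room temperature) in stably transfected human U87-MG glioma cells exposed to compounds for 16 h, using GRP78 as sensor.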
RGS4 inhibitor: blocks human RGS4-accelerated GTP hydrolysis | P49798 | Transcreener GDP fluorescence polarization, RGS4-accelerated GTP hydrolysis | Potency, µM (doses to about 114 µM), inactives show at the top dose activity change, negative = inhibition, most hits filed as inhibitors | 0.039% of 390,000 active | AID 504845; also: potency is read from the fitted curve at half-maximal effect; % is scaled to controls: 0 for no effect and ±100 for the full control effect; nearly all actives have a fitted effect of over 75% in size; some results filed as inactive show a strong effect at the top dose
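MLSMR compounds (23 nl, pin-transferred) preincubated 10 min at room temperature with a 500nM (2x) first reagent, then RGS4 at 900nM (2x) plus Transcreener GDP mix added; fluorescence polarization (620/688 nm) read before and after 90 min at 30 °C.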
* marks the source's active call; other numbers are inactive results; ? = inconclusive; / = no result given; [ ] = dose if it differs, or a comment. Unless noted, calls follow the shape of the dose curve; as a rule, active = well fitted curve in the direction sought with a large enough effect; inconclusive = small, poorly fitted or top-dose-only effect, or another doubt; inactive = no such curve, though single readings can be large; an effect the other way counts as inactive or inconclusive.

SMILES | LDHA block | Vif-A3F inh | Vif-APOBEC3G blk | TrxR1 substrate | IDH1 R132H inh | rTrxR1 inhibitor | USP1-UAF1 inh | Glioma ERSR ind | RGS4 inhibitor
COc1ccc(-n2ncc3c(NCC(C)C)ncnc32)cc1 | 1 | -27% | -7% | 14%[57.1 µM] | 7% | -8%[57.1 µM] | 1% | -10% | -17%
CCCCC(=O)Nc1nn(CC)c2nc3c(C)cccc3cc12 | -5 | 7% | 0% | 17%[57.1 µM] | 6% | 7%[57.1 µM] | -12% | -4% | -14%
CCOc1ccc(-c2cn3c(n2)sc2cc(C(=O)NCCC4=CCCCC4)ccc23)cc1 | -17 | 1% | 0% | 1% | 0% | -3% | 3% | -1% | 7%
CC(C)CCNC(=O)C(c1ccncc1)N(CC1CCCO1)C(=O)Cn1nnc(-c2ccc(F)cc2)n1 (stereo not given) | -2 | -2% | 3% | 1%[57.1 µM] | 8% | -2%[57.1 µM] | -7% | 0% | 10%
COc1ccc(C2C(C#N)=C(N)SC(N)=C2C#N)cc1OC | 21 | -16% | -15% | -9% | -2% | ? | -21% | -3% | ?
O=C1C2CCCN2C(=O)N1CCCCN1CCN(c2cccc(C(F)(F)F)c2)CC1 (stereo not given) | 1 | 0% | 2% | 0% | 6% | 26% | 6% | -3% | 26%
O=c1cc(CN2CCN(S(=O)(=O)c3ccccc3)CC2)nc2sc(-c3ccccc3Cl)nn12 | -2 | 1% | 6% | 4%[57.1 µM] | -5% | 9%[57.1 µM] | -16% | -2% | 0%
CC(C)c1onc(C(=O)Nc2cccc(Cl)c2)c1[N+](=O)[O-] | -5 | -4% | -1% | -10% | 1% | -5% | -23% | -4% | 1%
Cc1ccc2nc(-c3cccc(NC(=O)c4ccco4)c3)[nH]c2c1 | -5 | 0% | 2% | 1% | 12% | -20% | -14% | 6% | -22%
O=C(C[C@@H]1C[C@H]2c3cc(NC(=O)NC4CCCCC4)ccc3O[C@H]2[C@H](CO)O1)NC1CCCCC1 | -2 | -2% | 1% | / | 10% | / | 7% | -5% | /
COC(=O)C1=CN(c2ccc(F)c(F)c2)C=C(C(=O)OC)C1c1ccc([N+](=O)[O-])cc1 | -2 | -6% | -7% | 4% | -11% | 23% | -22% | -3% | -18%
CCOc1cccc(C(=O)Nc2cc(C)c(O)c(-c3nc4ncccc4o3)c2)c1 | -1 | 4% | 3% | 12%[11.4 µM] | 26% | 7% | -16% | -1% | 9%
CC1Cc2ccccc2N1C(=O)Cn1c(=O)oc2cc(S(=O)(=O)NC3CCCC3)ccc21 (stereo not given) | -11 | 1% | 3% | -4% | 0% | 13% | -9% | -4% | -1%
CCN(CC)S(=O)(=O)c1ccc(N2CCN(C)CC2)c(NC(=O)COc2ccc(F)cc2Cl)c1 | -4 | 1% | -10% | -7% | 3% | 3% | ? | -6% | -23%
O=C(O)c1ccc(C=C(c2nc3ccccc3s2)c2nc3ccccc3s2)cc1 | -4 | 0% | 2% | -6%[57.1 µM] | -13% | 4%[57.1 µM] | ? | -7% | ?
CC(C)NC(=S)NNc1nc2ccccc2s1 | 6 | -1% | 2% | 14%[57.1 µM] | 2% | -63% | -17% | -3% | ?
Cc1cc(C(=O)COc2cccnc2[N+](=O)[O-])c(C)n1Cc1cccs1 | 12 | -2% | -17% | -5%[57.1 µM] | 9% | 13%[57.1 µM] | -17% | -8% | -25%
CC(=O)c1ccc(N2CCN(C(=S)Nc3ccccc3)CC2)cc1 | 3 | 4% | 3% | -14% | -2% | -25% | -7% | -3% | 2%
CN(Cc1ccc(Cl)cc1Cl)C(=O)c1cccc(S(=O)(=O)NCc2ccccc2)c1 | 2 | ? | 0% | -2% | 3% | 17% | -23% | -3% | -15%
Cc1cc2nc(-c3ccc(SCc4ccccn4)nc3)[nH]c2cc1C | -7 | -7% | ? | 33%[activator] | 0% | 24% | -15% | -5% | ?
Cc1cnn(-c2cc(N/N=C/c3ccc(F)cc3)ncn2)c1 | -3 | -11% | -5% | -4% | 4% | 9% | -6% | 3% | 12%
O=C(Nc1ccc(Cl)cc1)Nc1ccccn1 | 0 | 0% | 9% | 2% | 2% | 14% | -8% | 8% | -13%
O=C(CN1CCN(Cc2ccc(F)cc2)C1=O)NCc1cccs1 | 0 | 3% | 0% | 5% | 13% | 27% | -23% | -1% | 6%
O=C(CCS(=O)(=O)c1ccc(Cl)cc1)Oc1ccc2c(c1)OCO2 | 3 | 1% | 2% | 5%[57.1 µM] | 6% | -2% | -14% | -6% | -4%
Cc1ccc(C)c(N2CCN(C(=O)CCn3c(=O)c4cccn4c4cccnc43)CC2)c1 | -10 | 9% | 2% | 1% | 0% | 16% | 9% | 0% | 5%
O=C(COc1ccccc1F)Nc1ccc(-c2nc3ccccc3s2)cc1 | -14 | -10% | 4% | 42%[activator] | -5% | 46%[activator] | -8% | -1% | -15%
O=C1/C(=C\c2ccccn2)SC(=S)N1Nc1ncc(C(F)(F)F)cc1Cl | 12 | 2% | 2% | -13% | -5% | ? | -12% | 0% | -49%
CCOc1cc(/C=N/NC(=O)c2nn(C)cc2Br)ccc1OCc1ccccc1Cl | -1 | 2% | -7% | -11% | 3% | -5% | -13% | -5% | -16%
c1ccc(-c2csc(N3CCc4ccccc4C3)n2)cc1 | 0 | -1% | 0% | 0%[57.1 µM] | 3% | 2%[57.1 µM] | -18% | 3% | -35%
Cc1cc(C)nc(N/N=C2/CCCC/C2=C\c2ccccc2)n1 | 2 | -18% | 2% | 4%[57.1 µM] | 5% | 14%[57.1 µM] | -24% | -11% | -13%
CS(=O)(=O)Nc1ccccc1C(=O)OCC(=O)N1CCC(c2ccccc2)=N1 | -5 | 0% | -9% | 0% | 19% | 14% | -11% | -1% | -31%
N#CCCN(Cc1cccnc1)C(=O)Nc1ccc(Cl)c(Cl)c1 | 2 | 3% | -1% | 10%[57.1 µM] | 2% | 3%[57.1 µM] | -2% | -4% | 11%
O=C(/C=C/c1ccc([N+](=O)[O-])s1)N1CCCCC1 | -3 | ? | -36% | -6% | 2% | ? | -17% | -4% | 6%
CCC(=O)Nc1ccc2nc(SCC(=O)N3CCCC3)sc2c1 | -9 | -2% | -6% | 1% | 2% | 4% | -13% | 3% | 19%
Cc1cc2cc(CCNC(=O)CCCc3ccccc3)c(=O)[nH]c2cc1C | -3 | -8% | -3% | -2% | -8% | 7% | 1% | -3% | 15%
O=S(=O)(NC(=NCCc1ccc(Cl)cc1)c1ccccc1Cl)c1cccs1 | -5 | 4% | 1% | -1%[57.1 µM] | 1% | 20%[57.1 µM] | -15% | -5% | ?
CC(=O)Oc1ccc2oc(=O)c3c(c2c1)CCCN3C(=O)CN1CCOCC1 | -1 | -5% | 1% | 2% | 7% | 23% | -22% | -1% | -20%[56.9 µM]
COC(=O)[C@H](C(C)C)n1c(C)c(C(C)=O)c(C(C)=O)c1C | -1 | 0% | 5% | 9%[57.1 µM] | 1% | 15%[57.1 µM] | -21% | -7% | -23%[11.4 µM]

Reprinted from the results shown for reference:
SMILES | LDHA block | Vif-A3F inh | Vif-APOBEC3G blk | TrxR1 substrate | IDH1 R132H inh | rTrxR1 inhibitor | USP1-UAF1 inh | Glioma ERSR ind | RGS4 inhibitor
Cc1cc(C)nc(N/N=C2/CCCC/C2=C\c2ccccc2)n1 | 2 | -18% | 2% | 4%[57.1 µM] | 5% | 14%[57.1 µM] | -24% | -11% | -13%
CS(=O)(=O)Nc1ccccc1C(=O)OCC(=O)N1CCC(c2ccccc2)=N1 | -5 | 0% | -9% | 0% | 19% | 14% | -11% | -1% | -31%
N#CCCN(Cc1cccnc1)C(=O)Nc1ccc(Cl)c(Cl)c1 | 2 | 3% | -1% | 10%[57.1 µM] | 2% | 3%[57.1 µM] | -2% | -4% | 11%
O=C(/C=C/c1ccc([N+](=O)[O-])s1)N1CCCCC1 | -3 | ? | -36% | -6% | 2% | ? | -17% | -4% | 6%
CCC(=O)Nc1ccc2nc(SCC(=O)N3CCCC3)sc2c1 | -9 | -2% | -6% | 1% | 2% | 4% | -13% | 3% | 19%
Cc1cc2cc(CCNC(=O)CCCc3ccccc3)c(=O)[nH]c2cc1C | -3 | -8% | -3% | -2% | -8% | 7% | 1% | -3% | 15%
O=S(=O)(NC(=NCCc1ccc(Cl)cc1)c1ccccc1Cl)c1cccs1 | -5 | 4% | 1% | -1%[57.1 µM] | 1% | 20%[57.1 µM] | -15% | -5% | ?
CC(=O)Oc1ccc2oc(=O)c3c(c2c1)CCCN3C(=O)CN1CCOCC1 | -1 | -5% | 1% | 2% | 7% | 23% | -22% | -1% | -20%[56.9 µM]

From PubChem BioAssay

This is a subset; rates above refer to the full screens.
